SENP1 inh = blocks the human SENP1 SUMO protease catalytic domain; inhibition, % at 10 µM; recombinant SENP1 catalytic domain, CyPet-SUMO1-YPet FRET cleavage; 0.21% of 360,000 active; Q9P0U3;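 active = inhibition at least 30% at 10 µM, raw YFP signal under a set limit, fluorescence ratio 0.5 to 1.5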;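 also: 0% = enzyme with DMSO and 100% = no enzyme wells; some results filed as inactive read as strong as hits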
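system = hSENP1 catalytic domain, recombinant | reagent = SFCypet-SUMO1-SFYpet substrate at 25 nM | doses = one dose per compound, 10 µM, 0.5% DMSO | incubation = enzyme reaction for 50 min at room temperature, dark | measured by = FRET, CFP and YFP emission | controls = no-enzyme low, enzyme-DMSO high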
SENP7 inh = SENP7 protease inhibition; recombinant SENP7, Z-RLRGG-aminoluciferin luminescence, 40 min; inhibition, % at 5 µM; 1.5% of 330,000 active; AID 434973;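 active = inhibition above about 50% at the single test dose, limit read from the data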;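 also: plate controls were DMSO with enzyme for no effect and no enzyme buffer wells for full effect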
Target sequence (Q9BQF6 706-1050 limits assumed): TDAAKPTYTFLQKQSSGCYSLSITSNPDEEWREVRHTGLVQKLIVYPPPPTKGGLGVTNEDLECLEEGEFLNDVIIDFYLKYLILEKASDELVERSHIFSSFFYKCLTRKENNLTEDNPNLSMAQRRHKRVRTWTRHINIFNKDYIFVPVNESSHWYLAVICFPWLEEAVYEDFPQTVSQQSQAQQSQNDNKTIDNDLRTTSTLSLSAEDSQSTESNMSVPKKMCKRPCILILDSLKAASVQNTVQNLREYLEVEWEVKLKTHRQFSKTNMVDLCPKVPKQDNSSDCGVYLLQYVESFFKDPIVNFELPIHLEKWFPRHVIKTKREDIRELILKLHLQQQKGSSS
SENP8 block-1 = SENP8 protease inhibition. Q96LD8. purified SENP8, Z-RLRGG-aminoluciferin cleavage, luminescence. inhibition, % at 10 µM. 1.2% of 330,000 active. AID 2540; in the data active = inhibition above about 50%
Target sequence (Q96LD8 whole entry, looked up): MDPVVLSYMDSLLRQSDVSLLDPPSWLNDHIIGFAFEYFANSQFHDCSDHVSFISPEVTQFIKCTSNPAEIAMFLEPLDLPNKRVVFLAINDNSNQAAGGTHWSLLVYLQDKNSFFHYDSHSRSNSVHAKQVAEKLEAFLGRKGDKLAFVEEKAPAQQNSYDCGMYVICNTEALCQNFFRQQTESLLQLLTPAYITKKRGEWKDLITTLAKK
NLRP3 yeast inh = blocks the NALP3 inflammasome reconstituted in yeast | Yeast reconstituted NLRP3/ASC/caspase-1, beta-gal luminescence, 24 h | inhibition, % at 10 µM | 0.39% of 330,000 active | AID 2825;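 active = inhibition of 50% or more; inactive = inhibition below 50%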;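 also: plate controls were induced DMSO wells for no effect and uninduced yeast grown without galactose for full effect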
HKDC1 inh = blocks human hexokinase HKDC1 activity | Q2TB90 | recombinant HKDC1, G6PDH/diaphorase resazurin coupled fluorescence | inhibition, % at 20 µM | 0.16% of 340,000 active;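 active = inhibition above about 35% when tested at 20 µM, limit read from the data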;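 also: plate controls were DMSO wells with enzyme for no effect and DMSO wells lacking enzyme for full effect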
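test system = in-house recombinant HK5 (HKDC1) enzyme | amount = HKDC1 at 5 µg/mL | control set = DMSO-enzyme wells negative, buffer-substituted wells positive | compound = one dose of 20 µM, 1% DMSO | schedule = reaction time 90 min, room temperature, protected from light | technique = resorufin fluorescence at 613 nm | reagent = glucose with 1 mM ATP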
SENP8 block-2 = SENP8 (human) protease inhibition. Q96LD8. AID 602440. recombinant SENP8, Nedd8 substrate fluorescence. inhibition, % at 20 µM. 0.64% of 360,000 active; in the data active = inhibition mostly above about 40%, no sharp cut-off; inactive = mostly below about 27%
PfGluPho inh = PfG6PD (Plasmodium falciparum) enzyme inhibition; inhibition, % at 20 µM; 0.78% of 350,000 active; PfGluPho enzyme, NADPH resazurin-diaphorase fluorescence;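 active = inhibition reaching at least a set limit at 20 µM in the primary screen, cut at about 59% in these data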;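 also: 0% = DMSO wells with substrate and 100% = DMSO wells lacking glucose-6-phosphate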
SENP6 block = inhibitors of human SENP6 protease. 1.8% of 330,000 active. Recombinant SENP6 catalytic domain, aminoluciferin luminescence. inhibition, % at 10 µM. Q9GZR1;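 active = inhibition above about 50% at the single tested dose, limit read from the data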;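 also: plate controls were DMSO wells with enzyme for no effect and DMSO wells lacking enzyme for full effect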
Target sequence (Q9GZR1 628-1112 limits assumed): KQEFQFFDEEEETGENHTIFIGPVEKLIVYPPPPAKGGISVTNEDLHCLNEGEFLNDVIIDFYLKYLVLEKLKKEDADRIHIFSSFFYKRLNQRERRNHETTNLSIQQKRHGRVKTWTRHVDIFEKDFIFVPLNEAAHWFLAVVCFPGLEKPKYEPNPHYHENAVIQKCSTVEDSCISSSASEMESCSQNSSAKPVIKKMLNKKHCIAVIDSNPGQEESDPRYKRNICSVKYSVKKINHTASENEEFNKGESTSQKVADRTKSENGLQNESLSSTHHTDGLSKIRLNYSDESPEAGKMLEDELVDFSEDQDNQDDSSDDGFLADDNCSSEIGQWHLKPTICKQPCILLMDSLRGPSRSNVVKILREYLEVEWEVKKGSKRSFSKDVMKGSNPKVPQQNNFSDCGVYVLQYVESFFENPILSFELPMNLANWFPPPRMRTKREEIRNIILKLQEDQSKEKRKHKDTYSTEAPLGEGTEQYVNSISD
Apaf1 inhib = human Apaf-1 inhibition; reconstituted apoptosome caspase-3 activity, DEVD-Rh110 fluorescence; inhibition, % at 20 µM; 0.71% of 330,000 active; active = inhibition of at least 40% at 20 µM;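 also: plate controls were DMSO wells for no effect and DEVD-CHO caspase inhibitor wells for full effect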
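Material: cell-free apoptosome with Apaf-1, procaspase-3 and caspase-9; Buffer or medium: Hepes pH 7.5 with detergent and BSA; Reagent: cytochrome c trigger plus (Z-DEVD)2-Rh110 caspase-3 substrate; Times: compound with Apaf-1, dATP, procaspase-3 30 min, then 50 min reaction, room temperature; Technique: Rh110 fluorescence intensity.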
* hit, by the source's call; nt = not tested or not shown.

SMILES | SENP1 inh | SENP7 inh | SENP8 block-1 | NLRP3 yeast inh | HKDC1 inh | SENP8 block-2 | PfGluPho inh | SENP6 block | Apaf1 inhib
COC1CCN(C(=O)CC2C(=O)NCCN2CC(C)(C)C)CC1 (stereo not given) | -25 | 2 | 0 | -1 | 5 | -276 | 3 | 9 | 7
CC(=O)NN1C(=O)/C(=C/c2ccc(C(C)C)cc2)SC1=S | 3 | 8 | -13 | 26 | 1 | 29 | -14 | 5 | 15
O=C(O)c1ccccc1CSc1nc2ccccc2n1Cc1ccccc1C(=O)O | 1 | 2 | 8 | 5 | 16 | 8 | -18 | 6 | 3
O=C(OCC(=O)N1CCc2ccccc21)c1c2c(nc3ccccc13)CCCC2 | -1 | -5 | -2 | 24 | -7 | -17 | 10 | -9 | 31
Cc1ccc2oc(C(=O)NCc3ccccc3)cc(=O)c2c1 | 4 | 10 | 0 | 25 | 6 | 7 | 12 | 5 | 6
Cc1cc(C(=O)OCC(=O)NC(C)C)c(C)o1 | -2 | -13 | -7 | 6 | 1 | 13 | -7 | -6 | 0
Cn1c(=O)c2c(ncn2CC(COCc2ccc(Cl)cc2)OCc2ccc(Cl)cc2)n(C)c1=O (stereo not given) | 0 | 4 | 0 | 19 | -1 | 5 | 11 | -8 | 17
CC1=NNC(=O)C1C(c1cccc(O)c1)C(C#N)C#N (stereo not given) | -1 | 1 | -7 | 14 | -9 | 5 | -5 | -6 | -13
O=c1c2ccccc2c(/C=N/c2nnc(Cc3ccccc3)s2)c(O)n1-c1ccc(Cl)cn1 | -24 | 10 | 1 | 21 | 4 | -423 | -32 | 9 | 3
N#C/C(=C(/O)Cc1cccc2ccccc12)c1nc2ccccc2s1 | 0 | 5 | 3 | 1 | 11 | -42 | -44 | 2 | 1
CCCC(=O)Nc1ccccc1NC(=O)c1cc(OC)c(OC)c(OC)c1 | 2 | 3 | -10 | 6 | 2 | 20 | -12 | -12 | -10
CN1CCCN=C1/C=C/c1cccs1 | 3 | 7 | -10 | 17 | -9 | -1 | -4 | -10 | 1

2 entries from above, set out differently.
Structure: O=C(O)c1ccccc1CSc1nc2ccccc2n1Cc1ccccc1C(=O)O
  SENP1 inh = 1
  SENP7 inh = 2
  SENP8 block-1 = 8
  NLRP3 yeast inh = 5
  HKDC1 inh = 16
  SENP8 block-2 = 8
  PfGluPho inh = -18
  SENP6 block = 6
  Apaf1 inhib = 3
Structure: O=C(OCC(=O)N1CCc2ccccc21)c1c2c(nc3ccccc13)CCCC2
  SENP1 inh = -1
  SENP7 inh = -5
  SENP8 block-1 = -2
  NLRP3 yeast inh = 24
  HKDC1 inh = -7
  SENP8 block-2 = -17
  PfGluPho inh = 10
  SENP6 block = -9
  Apaf1 inhib = 31

The listing continues:
SMILES | SENP1 inh | SENP7 inh | SENP8 block-1 | NLRP3 yeast inh | HKDC1 inh | SENP8 block-2 | PfGluPho inh | SENP6 block | Apaf1 inhib
COc1ccc(C(=O)N2CCCC(O)C2)cc1OC1CCN(C(C)C)CC1 (stereo not given) | -3 | -1 | 6 | 8 | -5 | -3 | -5 | 1 | -18
CC(NC(=O)Nc1ccc(Cl)cc1)c1ccc2c(c1)OCO2 (stereo not given) | 1 | -4 | 4 | 12 | 1 | 0 | 18 | -12 | 9
O=C(O)COc1ccccc1/C=N/NC(=O)C(O)c1ccccc1 (stereo not given) | 0 | -1 | -4 | 16 | -9 | -6 | -3 | -5 | -5
COc1ccc(SC[C@H](C)CN2CC[C@H](NC(=O)OCc3ccccc3)CCC2=O)cc1 | 3 | -12 | -21 | 7 | 2 | -2 | 6 | 2 | 70*
COc1cccc(-c2sc3ccccc3c2-c2ccc(OCCN3CCCC3)cc2)c1 | -3 | -3 | -6 | 34 | 0 | -93 | 6 | -3 | 71*
CCc1nc(N[C@H](C(=O)O)C(C)C)c2oc3ccccc3c2n1 | 0 | 0 | 2 | -4 | -2 | 10 | -21 | 4 | -23
O=C(CSc1nnc(Cc2ccccc2)n1-c1cccc(Cl)c1)NNC(=O)Cc1ccccc1 | 6 | -3 | -5 | 11 | -6 | 2 | -13 | -17 | 8
COc1ccccc1-n1c(-c2ccccc2)c[nH]c1=S | 1 | nt | nt | nt | -1 | 8 | 58 | nt | nt
COc1cccc(Nc2ccc([N+](=O)[O-])c3nonc23)c1 | 17 | 3 | 11 | 17 | 0 | 35 | -33 | 30 | 12
O=C(O)c1cccc(Nc2nc(Nc3ccccc3)nc(N3CCCC3)n2)c1 | -1 | -8 | -2 | 22 | 21 | -5 | -23 | -6 | 3
Cc1nc(Cl)c2c(n1)NC1=C(O2)C(=O)CCC1 | -23 | 8 | 1 | 4 | 7 | -210 | -1 | 0 | 0
COC(=O)c1sc2ncccc2c1OCc1ccc(Cl)cc1Cl | 1 | -16 | -14 | -8 | -5 | -41 | 0 | -3 | 0
CC(=O)N1CCCc2ccccc21 | 1 | -1 | -8 | -4 | -10 | 0 | -8 | -57 | 1
O=C(O)c1ccccc1Nc1ccnc(C(F)(F)F)c1 | -2 | 3 | -5 | 12 | 0 | -225 | 4 | 13 | 4
C/C(CC(=O)Nc1cc(C)ccn1)=N\NC(=O)C(=O)NC(C)C | 1 | 0 | 2 | 1 | -4 | 5 | -16 | -6 | -20
O=C(CN1C2=NCCN2c2ccccc21)c1ccc(Br)s1 | 0 | 7 | -2 | 9 | -3 | 19 | -2 | -15 | -13
O=C(CN1C(=O)COc2ccccc21)NCc1ccccn1 | 2 | 7 | 1 | 19 | -16 | 13 | -11 | 4 | -1
CCn1cc(C(=O)NCCN(C)CCc2ccccc2)c(=O)c2cc(S(=O)(=O)N(C)C)ccc21 | 0 | 6 | 2 | 9 | -5 | 7 | -10 | 2 | -12
COC(=O)c1ccc(Cn2cnc3ccccc3c2=O)cc1 | 0 | 1 | 3 | 0 | -2 | 7 | -6 | -4 | -13
COC(=O)[C@@H]1C(c2ccccc2)(c2ccccc2)[C@@]1(C)C(=O)OC | 2 | -1 | -11 | -9 | -9 | 13 | 17 | -8 | -3
N#C[C@]1(S(=O)(=O)c2ccccc2)C[C@@H]2ON=C(c3cccc(Br)c3)[C@@H]2C1 | 1 | -2 | 1 | 14 | -3 | 13 | 4 | -2 | 7
Cc1csc(NS(=O)(=O)c2cccc([N+](=O)[O-])c2)n1 | -1 | 3 | 3 | 27 | -7 | 9 | -3 | -6 | -4
CC(C)(C)NC(=O)C(c1ccc(O)cc1)N(C(=O)CCC(=O)Nc1nccs1)c1ccccc1F (stereo not given) | 2 | 2 | -8 | 12 | 9 | 22 | -20 | -16 | 9
C#CCNC(=O)C1=C[C@@H](C2CC2)[C@H](CCCO)[C@@H](OCC)O1 | 1 | 9 | -14 | 8 | -6 | -2 | 11 | -4 | -8
COC(=O)CNC(=O)Cn1ccc2ccccc2c1=O | -1 | 1 | -6 | 14 | -3 | -20 | 1 | 12 | -1
O=C(CN1CCCCC1)N1N=C(c2cccs2)CC1c1cccs1 (stereo not given) | 1 | -4 | -2 | 9 | -6 | -61 | 1 | -20 | 1
CCNc1nc(NCC)nc(SCCOC(=O)Nc2ccc(Cl)cc2Cl)n1 | 2 | -4 | -3 | 24 | 17 | 4 | -17 | -27 | 13
CCC(CC)C(=O)NCCCCc1ccccc1 | -1 | -1 | 1 | 12 | -7 | 0 | -8 | 6 | -7
O=C(Cc1ccc(Br)cc1)NC1CCCCC1 | 1 | 7 | -3 | 15 | -3 | 16 | -8 | -5 | 13
COc1ccccc1C(=O)Nc1ccc(C(=O)O)cc1 | 1 | 5 | -1 | 1 | -1 | 2 | -15 | -6 | 9
CCOc1ccc(NC(=O)CSc2nnc(-c3ccncc3)n2CC2CCCO2)cc1 (stereo not given) | 2 | -7 | -6 | 4 | 1 | 3 | 5 | -15 | 13
Cc1ccc(OCC(=O)Nc2ccc(N3CCOCC3)cc2)c([N+](=O)[O-])n1 | -2 | 7 | 5 | -1 | -1 | 12 | -7 | 6 | -15
CCCCC(=O)NC1(C(F)(F)F)NC(=O)N(Cc2ccccc2)C1=O (stereo not given) | 1 | -9 | -6 | -6 | -1 | 22 | -8 | -15 | 6
COC(=O)c1cc(NC(=O)CC2Oc3ccccc3NC2=O)cc(C(=O)OC)c1 (stereo not given) | 2 | -8 | 11 | 13 | -6 | -38 | 5 | 1 | -3
COc1ccc(Oc2ccc(N/C=C3\CCCC3=O)cc2)cc1 | -24 | -2 | -9 | 12 | -2 | -14 | 54 | -14 | 1
O=C(NC1CCN(C(=O)N2CCOCC2)CC1)c1ccccc1 | 4 | -4 | 4 | -5 | -9 | 8 | 3 | 0 | 7

Only PfGluPho inh and SENP7 inh (three entries from above):
mol	PfGluPho inh	SENP7 inh
COc1cccc(-c2sc3ccccc3c2-c2ccc(OCCN3CCCC3)cc2)c1	6	-3
O=C(Cc1ccc(Br)cc1)NC1CCCCC1	-8	7
O=C(CN1C(=O)COc2ccccc21)NCc1ccccn1	-11	7

Continuation:
SMILES | SENP1 inh | SENP7 inh | SENP8 block-1 | NLRP3 yeast inh | HKDC1 inh | SENP8 block-2 | PfGluPho inh | SENP6 block | Apaf1 inhib
O=C(NCCO)c1nc(C(=O)c2ccccc2)c2ccccc2n1 | -1 | -2 | 10 | 5 | -4 | 0 | -2 | 10 | -6
Cc1ccc(C)c(S(=O)(=O)N2CCCOC2CNC(=O)C(=O)NCCN2CCOCC2)c1 (stereo not given) | 0 | -6 | -8 | 2 | -4 | 5 | -5 | -4 | -3
O=C(NNC(=O)c1cccc(S(=O)(=O)N2CCc3ccccc32)c1)c1ccccc1 | 1 | nt | nt | nt | 2 | 15 | -18 | nt | nt
O=S(=O)(c1ccccc1)N1CCCN(S(=O)(=O)c2ccccc2)CC1 | 3 | -3 | -3 | 9 | 4 | 9 | 4 | -29 | 7
CCOC(=O)c1c(CN2CCN(CCO)CC2)n(C)c2cc(Br)c(OC)cc12 | 1 | -4 | 5 | 12 | -8 | 13 | 15 | 2 | -4
COc1ccc2c(c1OC)c(=O)n1c3ccc(OC(C)C(=O)NCCN4CCOCC4)cc3c3ccnc2c31 (stereo not given) | -83 | -8 | 2 | -2 | 1 | -241 | 27 | -6 | 7
COc1ccc(C(=O)c2cc(OC)c(OC)c(OC)c2)cc1OC | 0 | nt | nt | nt | -5 | -6 | 1 | nt | nt
C/C(=N\NC(=O)CC(C)C)c1c(C(F)(F)F)[nH]n(-c2nc3ccccc3s2)c1=O | -20 | 99* | 96* | 15 | -1 | -1 | 7 | 98* | -6
Cc1ccc(CNC(=O)CCn2cc(-c3ccc(F)cc3)nc2-c2ccncc2)cc1 | -9 | -6 | -5 | 13 | -2 | -340 | 1 | 10 | 0
CCOc1cccc(-c2c(C(=O)N/N=C/c3ccc(C)s3)nnn2-c2nonc2N)c1 | -2 | 3 | -9 | 15 | 4 | -49 | 67* | -8 | 16
COc1ccccc1-c1noc(-c2ccccc2C(=O)NCC2CCCO2)n1 (stereo not given) | -1 | -1 | 0 | 8 | -6 | 10 | 0 | 5 | 4
O=C(Nc1ccc(-n2nncc2-c2ccco2)cc1)c1cc2ccccc2oc1=O | -13 | -12 | -6 | -4 | 19 | -1 | -4 | -4 | 8
O=c1c(Cl)cc(Cl)nn1-c1ccccc1 | 1 | -1 | -2 | 15 | -2 | 8 | -1 | -6 | 3
